# ASK1 primary = ASK1 kinase inhibitors, primary screen, biochemical, AlphaScreen. AlphaScreen MKK6 phosphorylation by ASK1, luminescence. actives 0.99% (n = 22,000). Mitogen-activated protein kinase kinase kinase 5 (Homo sapiens), Q99683. inhibition, % at 7.44 µM; in the data active = inhibition above about 35%;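 note: 0% = median of compound wells and 100% = no enzyme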
# Target sequence (Q99683 whole entry, looked up): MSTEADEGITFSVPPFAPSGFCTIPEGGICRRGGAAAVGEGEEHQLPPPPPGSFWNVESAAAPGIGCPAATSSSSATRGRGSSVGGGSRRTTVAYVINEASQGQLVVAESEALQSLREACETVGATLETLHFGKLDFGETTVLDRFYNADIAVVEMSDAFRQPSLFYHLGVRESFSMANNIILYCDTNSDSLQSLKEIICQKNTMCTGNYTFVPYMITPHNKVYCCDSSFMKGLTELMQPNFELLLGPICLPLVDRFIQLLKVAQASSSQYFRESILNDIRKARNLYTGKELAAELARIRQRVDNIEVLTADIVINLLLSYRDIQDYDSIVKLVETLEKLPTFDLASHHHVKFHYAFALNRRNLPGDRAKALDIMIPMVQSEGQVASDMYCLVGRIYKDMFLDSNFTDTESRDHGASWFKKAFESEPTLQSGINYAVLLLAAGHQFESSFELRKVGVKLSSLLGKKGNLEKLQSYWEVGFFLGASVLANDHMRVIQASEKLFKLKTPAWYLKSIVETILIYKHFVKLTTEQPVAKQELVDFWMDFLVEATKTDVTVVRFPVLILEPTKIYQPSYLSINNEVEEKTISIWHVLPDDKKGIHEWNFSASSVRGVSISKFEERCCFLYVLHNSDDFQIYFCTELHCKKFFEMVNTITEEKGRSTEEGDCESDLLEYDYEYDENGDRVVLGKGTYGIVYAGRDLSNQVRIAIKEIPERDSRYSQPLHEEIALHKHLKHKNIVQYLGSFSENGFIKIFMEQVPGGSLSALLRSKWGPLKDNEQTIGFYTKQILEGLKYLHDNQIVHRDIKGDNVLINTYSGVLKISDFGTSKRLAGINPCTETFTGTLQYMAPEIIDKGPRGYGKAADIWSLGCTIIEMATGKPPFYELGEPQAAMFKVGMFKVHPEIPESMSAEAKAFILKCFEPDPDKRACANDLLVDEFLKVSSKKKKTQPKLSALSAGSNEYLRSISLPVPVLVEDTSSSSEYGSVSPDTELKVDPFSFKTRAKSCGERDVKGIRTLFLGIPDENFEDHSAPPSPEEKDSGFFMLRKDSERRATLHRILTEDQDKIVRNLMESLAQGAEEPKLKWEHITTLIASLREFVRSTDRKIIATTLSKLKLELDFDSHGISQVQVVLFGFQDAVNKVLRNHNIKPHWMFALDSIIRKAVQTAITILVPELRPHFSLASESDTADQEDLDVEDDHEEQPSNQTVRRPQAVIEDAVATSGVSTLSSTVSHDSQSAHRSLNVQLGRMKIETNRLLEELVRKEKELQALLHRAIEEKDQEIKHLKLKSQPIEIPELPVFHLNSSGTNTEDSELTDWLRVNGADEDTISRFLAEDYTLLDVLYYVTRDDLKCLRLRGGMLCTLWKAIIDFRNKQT
# ULK1 inh = ULK1 kinase inhibitors, primary screen, biochemical, AlphaScreen. actives 1.9% (n = 30,000). Serine/threonine-protein kinase ULK1 (Homo sapiens), O75385. AlphaScreen Atg13 phosphorylation by ULK1, luminescence. AID 1259251, 2017. inhibition, % at 5.96 µM; in the data active = inhibition above about 43%;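 note: 0% = median of compound wells and 100% = no enzyme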
# * hit, by the source's call; . = not tested or not shown.
# The line under a structure holds: ASK1 primary, ULK1 inh
CCc1ccc(C(=O)Nc2cccc(C)c2N2CCC3(CC2)OCCO3)o1
→ -4, -5
COc1ccc(CNCc2ccc(SC)cc2)cc1OC
→ ., 5
CCC(=O)Nc1c(C)nn(C(=O)CC)c1C
→ ., 8
Cn1nccc1Nc1nc(Nc2ccc(N3CCOCC3)cc2)c2ncn(CCN3CCCC3=O)c2n1
→ 18, 19
N[C@H](Cc1ccc(Br)cc1)C(=O)N1CCC(Nc2ccc3[nH]ncc3c2)CC1
→ -6, 13
O=C(NC1CCN(Cc2ccccc2)CC1)c1cccc(Cl)n1
→ 7, 9
CCCNC(=O)c1csc(NCC)n1
→ -12, 0
CC(=O)c1cccc(-c2ncc(C(=O)NCc3cccc(C(F)(F)F)c3)s2)c1
→ -1, -35
O=C(Cc1cn(-c2ccc(Nc3ccc(N4CCOCC4)cc3)nn2)c2ccccc12)NCc1ccccc1
→ 23, 14
COc1ccccc1N1CCN(C(=O)Cc2csc(NC(=O)C3CC3)n2)CC1
→ ., 0
NC(=O)c1ccc(-c2nc(NCc3cccc(C(F)(F)F)c3)c3[nH]cnc3n2)cc1
→ -5, 0
CCCNC(=O)c1ccc2nc(Nc3ccc(N4CCOCC4)cc3)sc2c1
→ 4, -8
COc1cc2nc(-c3c(C)noc3C)nc(Nc3ccc(Oc4ccccc4)cc3)c2cc1OC
→ -2, 8
NC(=O)c1ccnc(N2CCC(N3CCOCC3)CC2)c1
→ -3, -4
O=C(NCCO)c1ccc2nc(NCc3ccc4c(c3)OCO4)sc2c1
→ -14, 12

# A different layout for some results above:
ASK1 primary	ULK1 inh	Compound
23	14	O=C(Cc1cn(-c2ccc(Nc3ccc(N4CCOCC4)cc3)nn2)c2ccccc12)NCc1ccccc1
-2	8	COc1cc2nc(-c3c(C)noc3C)nc(Nc3ccc(Oc4ccccc4)cc3)c2cc1OC
-1	-35	CC(=O)c1cccc(-c2ncc(C(=O)NCc3cccc(C(F)(F)F)c3)s2)c1

# More compounds.
# The line under a structure holds: ASK1 primary, ULK1 inh
O=C(NCCO)c1ccc2nc(-c3csc4ccccc34)sc2c1
→ -2, -24
COc1cc(NC(=O)C2CCc3ccccc3O2)c(F)cc1-c1cn[nH]c1 (configuration not stated)
→ 3, -30
Oc1ccc(Cl)cc1Cc1cc(Cl)ccc1O
→ ., -5
O=C(O)c1ccc(C2Nc3ccccc3C3C=CCC32)cc1 (configuration not stated)
→ ., -3
CCCCOc1ccc(S(=O)(=O)n2nc(C)c(S(=O)(=O)N(C)c3ccccc3)c2C)cc1
→ ., 3
Cn1nccc1Nc1ccc(-n2cc(CC(=O)NCc3cccc(C(F)(F)F)c3)c3ccccc32)nn1
→ 19, 13
CN1CCN(C(=O)c2ccc(-c3cncc(C(=O)Nc4ccccc4)c3)cc2)CC1
→ 7, 13
Cn1cc(-c2cc(Nc3ccc(-n4cncn4)cc3)ncc2Cl)cn1
→ -28, 7
COc1ccc(CCNC(=O)c2csc(Oc3ccccc3)n2)cc1
→ -6, 6
CCCNc1ncnc2c1nc(-c1ccc(OC)cc1)n2C(C)C
→ 10, -2
CCCNc1nc(Nc2ncccn2)ncc1C
→ -6, 4
CN(C)/C=C(\C#N)c1ccc(Cl)cc1
→ ., 1
c1ccc(-c2nc(NCc3cccnc3)c3ncn(-c4ccsc4)c3n2)cc1
→ 3, 17
CCNc1cnn(-c2cccc(C(=O)Nc3cc(OC)c(OC)c(OC)c3)c2)c1
→ 0, -10
CCOC(=O)Nc1ccc(-c2cnc3ccc4ccncc4c3c2)cc1
→ 15, 6

# (cont.)
# The line under a structure holds: ASK1 primary, ULK1 inh
COc1cc(Nc2nc(Nc3ccc(C(F)(F)F)cc3)nc3c2ncn3C(C)C)cc(OC)c1OC
→ -5, -21
Cn1c(Nc2ncc(C(=O)Nc3ccccc3)s2)nc2ccccc21
→ -34, 7
O=C(NCc1ccccc1)c1csc(NCCCN2CCCC2=O)n1
→ -30, -2
O=C(NC(Cc1cc(=O)[nH]c2ccccc12)C(=O)O)c1ccc(Cl)cc1 (configuration not stated)
→ ., -6
Cc1cc2nccc(NC(=O)CSc3ccccc3)n2n1
→ -7, -8
CC(C)n1cnc2c(NC3CCN(Cc4ccccc4)CC3)nc(Cl)nc21
→ -15, -11
COc1cc(NC(=O)c2ccnc(N3CCCC3CO)c2)cc(OC)c1OC (configuration not stated)
→ -11, -29
Cn1nccc1Nc1nc(C(=O)Nc2ccccc2)cs1
→ 3, -1
CCCNc1ncnc2nc(N3CCOCC3)[nH]c12
→ -13, -4
Cc1cc(Nc2ccc(Oc3ccccc3)cc2)nc(NCCCN2CCCC2=O)n1
→ 9, -39
O=C1CCCN1CCn1cnc2c(NC3CCN(Cc4ccccc4)CC3)nc(Nc3ccccc3)nc21
→ 3, -6
COC(=O)c1ccc(Nc2nccc(-c3ccccc3)n2)cc1Cl
→ 9, -4
O=C1Nc2ccc(Cl)cc2C(C#CC2CC2)(C(F)(F)F)O1 (configuration not stated)
→ ., 0
Cc1cc(NC(=O)C(C)(C)C)n(-c2nc3c(c(=O)[nH]2)CCC3)n1
→ ., -3
Nc1nc(NCCc2ccc(O)cc2)cc(Nc2nccc3ccccc23)n1
→ 6, -22

# (more compounds)
# The line under a structure holds: ASK1 primary, ULK1 inh
COc1cc2nc(Nc3cnccn3)nc(Nc3ccc(N4CCOCC4)cc3)c2cc1OC
→ 10, -14
COc1ccc(-c2cc(C(=O)Nc3ccccc3)ccn2)cn1
→ 1, -5
COc1cc(NC(=O)c2cccc(-c3ccc(N4CCN(C)CC4)cc3)n2)cc(OC)c1OC
→ 6, -27
NC(=O)c1ccc(-c2nc(NCCCN3CCCC3=O)c3ncn(C4CCCCC4)c3n2)cc1
→ -1, -5
O=C1CCCN1CCCNc1cc(Nc2ccncc2)ncn1
→ 2, 12
Cn1nccc1Nc1cc(C(=O)NC2CCN(Cc3ccccc3)CC2)ccn1
→ 6, 9
O=C(O)C1CCN(C2CCN(Cc3ccccc3)CC2)CC1
→ ., 4
CC(C)C(=O)c1c(C(C)C)nn2ccccc12
→ ., -8
c1ccc(OCCNc2cc(Nc3cccnc3)ncn2)cc1
→ -6, -7
CC(=O)Nc1ccc(Nc2nc(Nc3cnccn3)nc3c2ncn3Cc2ccc(C(F)(F)F)cc2)cc1
→ 29, 12
Cc1ccc(C(=O)c2ccc(CC(=O)O)n2C)cc1
→ ., 0
NC(=O)c1cc(N2CCN(Cc3ccc4c(c3)OCO4)CC2)nc2ccccc12
→ 1, 1
Oc1ccc(CCNc2cc(-c3ccccc3)ncn2)cc1
→ -12, -10
O=C(NNC(=S)NC(=O)c1cccc([N+](=O)[O-])c1)c1ccc(O)cc1
→ ., 1
CCN(CC)c1nc(Nc2ccc(N3CCOCC3)cc2)nc(N2CCC(N3CCOCC3)CC2)n1
→ 14, -7

# Next section.
# The line under a structure holds: ASK1 primary, ULK1 inh
CN1CCN(c2cc(-c3ccncc3)nc(-c3ccccn3)n2)CC1
→ ., 5
Cc1noc(C)c1-c1nc(Nc2ccc(N3CCOCC3)cc2)c2ncn(CCN3CCCC3=O)c2n1
→ 6, -16
Cc1cccc(CC(=O)Nc2cnn(-c3cccc(C(=O)Nc4cccc(C)c4)c3)c2)c1
→ -3, -13
O=C(NCc1nc2ccccc2[nH]1)c1csc(N2CCN(c3ccccn3)CC2)n1
→ -4, -2
c1ccc(-c2cc(N3CCN(c4ccccn4)CC3)nc(-c3ccncc3)n2)cc1
→ ., -12
CC(C)NC(=O)CN(c1cc(Cl)cc(Cl)c1)S(=O)(=O)c1ccccc1
→ ., -8
c1cnc2ccc(Nc3nc(Nc4ccc5c(c4)OCO5)c4[nH]cnc4n3)cc2c1
→ 1, -27
Cc1nn(C)c(C)c1-c1nc(Nc2ccc(N3CCOCC3)cc2)c2ncn(CCN3CCCC3=O)c2n1
→ -25, 2
CCCNc1ccnc(Nc2ccccn2)n1
→ -1, -10
CC(=O)Nc1ccc(Nc2cc(-c3cccc(N)c3)nc(N)n2)cc1
→ -3, -2
COc1ccc(-c2cncc(-c3cc(NCc4ccncc4)nc(C)n3)c2)cc1
→ ., -3
O=C(Nc1ccc(N2CCOCC2)cc1)c1ccnc(N2CCCC2CO)c1 (configuration not stated)
→ 10, 8
CCCC(=O)Nc1nnc(CCOCCc2nnc(NC(=O)CCC)s2)s1
→ ., -2
O=C(O)c1cn(Cc2ccccc2)nc1OCc1ccccc1
→ ., -2
CCN=C1SC(C(=O)Nc2ccccc2)CC(=O)N1CC (configuration not stated)
→ ., 5

# Additional compounds follow.
# The line under a structure holds: ASK1 primary, ULK1 inh
CC(C)N(CCNc1nc(Nc2nc3ccccc3n2C)nc2c1ncn2CCN1CCCC1=O)C(C)C
→ 3, -1
FC(F)(F)c1ccc(Cn2cnc3c(NCc4ccccc4)nc(NCCN4CCOCC4)nc32)cc1
→ -7, -4
CCCNc1nc(Cl)nc2c1ncn2-c1ccsc1
→ 6, -1
Cc1nc(Nc2ccncc2)cc(-c2cccnc2)n1
→ ., 9
COc1cc(Nc2nc(Nc3cccnc3)nc3c2ncn3C(C)C)cc(OC)c1OC
→ -3, 6
Cc1ccc(C(=O)Nc2c(C)n(C)n(-c3ccccc3)c2=O)cc1
→ ., -1
CC(C)n1c(Nc2ccc(-n3ccnc3)cc2)nc2c(Nc3ccccc3)ncnc21
→ -3, -1
COc1ccc(CC(=O)Nc2ncc3ccc(-c4cn[nH]c4)cc3c2C#N)cc1
→ -39, 5
CC(=O)Nc1ccc(S(=O)(=O)n2cncn2)cc1
→ ., -4
CN(C)c1cccc(Nc2cc(NCCOc3ccccc3)ncn2)c1
→ 8, -4
CCCNc1nc(-c2c(C)nn(C)c2C)nc2nc[nH]c12
→ -10, 0
COc1cc(Nc2nccc(NC3CCN(Cc4ccccc4)CC3)n2)cc(OC)c1OC
→ 26, -24
Cc1cnc(N2CCC(N3CCOCC3)CC2)nc1N
→ -13, -11
CC(C)N(CCNc1nc(NCc2cccnc2)nc2c1ncn2C(C)C)C(C)C
→ 1, 2
COc1cc(Nc2nc(NC3CCN(Cc4ccccc4)CC3)c3[nH]cnc3n2)cc(OC)c1OC
→ 18, 6

# Profiles, looked up by structure. Order of screens: ASK1 primary | ULK1 inh
# Cn1nccc1Nc1ccc(-n2cc(CC(=O)NCc3cccc(C(F)(F)F)c3)c3ccccc32)nn1 in the list: 19 | 13
# O=C1CCCN1CCCNc1cc(Nc2ccncc2)ncn1 in the list: 2 | 12

# As entered above:
# Value of CC(C)N(CCNc1nc(Nc2nc3ccccc3n2C)nc2c1ncn2CCN1CCCC1=O)C(C)C under ASK1 primary: 3
# Value of COc1cc(Nc2nc(NC3CCN(Cc4ccccc4)CC3)c3[nH]cnc3n2)cc(OC)c1OC under ULK1 inh: 6

# Retrieved one by one from the list above, 4 records:
# The line under a structure holds: ASK1 primary, ULK1 inh
NC(=O)c1cc(N2CCN(Cc3ccc4c(c3)OCO4)CC2)nc2ccccc12
→ 1, 1
CC(=O)Nc1ccc(S(=O)(=O)n2cncn2)cc1
→ ., -4
c1ccc(-c2cc(N3CCN(c4ccccn4)CC3)nc(-c3ccncc3)n2)cc1
→ ., -12
Cn1cc(-c2cc(Nc3ccc(-n4cncn4)cc3)ncc2Cl)cn1
→ -28, 7

# (next part)
# The line under a structure holds: ASK1 primary, ULK1 inh
CCNc1nc(C(=O)Nc2ccc(NC(C)=O)cc2)cs1
→ 3, -9
COc1ccc(CCNc2nc(NC3CCN(Cc4ccccc4)CC3)nc3nc[nH]c23)cc1
→ 28, -12
CCCNc1nc(Nc2ccc(-n3ccnc3)cc2)nc2c1ncn2C(C)C
→ 12, 18
O=C1CCCN1CCCNc1nc(NCc2cccnc2)c2[nH]cnc2n1
→ 10, 13
COc1cc(NC(=O)c2cccc(-n3cc(NC(=O)Nc4ccccc4Br)cn3)c2)cc(OC)c1OC
→ 13, -25
FC(F)(F)c1cccc(CNc2ccnc(Nc3ccc(-n4ccnc4)cc3)n2)c1
→ 6, -22
Cc1noc(C)c1-c1nc2ccc(C(=O)NCc3cccnc3)cc2s1
→ 9, 40
COc1cc(Nc2nc(Nc3ccc(NC(C)=O)cc3)c3ncn(C4CCCCC4)c3n2)cc(OC)c1OC
→ 22, 36
CC(=O)Nc1ccc(NC(=O)c2ccc3nc(Nc4cccc(N(C)C)c4)sc3c2)cc1
→ 12, 4
O=[N+]([O-])c1ccc(-n2cccc2C=NCCO)cc1
→ ., -13
CN1CCN(c2ccc(-c3ccc(C(=O)Nc4ccc(N5CCOCC5)cc4)s3)cc2)CC1
→ -23, -76
Cc1ccc(Cl)c2c1NC(=O)C2(O)CC(=O)c1ccco1 (configuration not stated)
→ ., -5
Cc1nn(C)c(C)c1-c1ncc(C(=O)Nc2ccc(N3CCOCC3)cc2)s1
→ -5, 3
CCNc1nc2ccc(C(=O)Nc3ccc(NC(C)=O)cc3)cc2s1
→ -14, 3
CC(C)n1cnc2c(NCc3cccnc3)nc(Nc3cnccn3)nc21
→ -1, 12
O=C(NCc1ccccc1)c1csc(Nc2cccnc2)n1
→ 2, 2
COc1ccc2c(c1)CC(c1nc3ccc(-c4cn[nH]c4)cc3c(=O)[nH]1)CO2 (configuration not stated)
→ 2, 4
NS(=O)(=O)c1ccc(-c2ccc(/C=c3/sc4nc5ccccc5n4c3=O)o2)cc1
→ ., 10

# Screening results from PubChem.
